High-throughput results (PubChem BioAssay)
CXXC DNA block – blocks binding of human MLL CXXC domain to DNA; AID 2662; 290,000 tested, 0.037% active; MLL-CXXC / FITC-HOXA9 DNA fluorescence polarization; Potency, µM (doses to about 115 µM), without a hit: at the top dose activity change, negative = inhibition, hits mostly inhibitors; Q03164; active = well fitted inhibition curve with a large enough effect in the polarisation, with a control signal flat, not every such curve was filed as active; inconclusive = small, poorly fitted or top-dose-only effect, or effect the other way, or a change in a side signal; inactive = no such curve, though single readings can be large or run the other way; the % refers to the polarisation; also: potency is read from the fitted curve at half-maximal effect
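Steps: dispense CXXC domain solution (7 uM) → pin compounds or unlabeled HOX-A9 DNA control → 5 min ambient → add FLSN-HOX-A9 solution (50 nM) → spin → 30 min ambient → fluorescence polarization. Tris pH 7.5/NaCl/DTT/BSA buffer.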
S-ASM inh – blocks human secretory acid sphingomyelinase; placental ASM, HMU-PC fluorogenic substrate, 60 min; Potency, µM (series often up to 57.5 µM), for inactives: at the highest dose activity change, negative = inhibition, most hits filed as inhibitors; 340,000 tested, 0.006% active; also: potency is read from the fitted curve at half-maximal effect
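HMU-PC0 cleavage (9 uM final) by human placental ASM, 60 min at 37 °C following 10 min compound exposure at RT; stopped at pH 10, fluorescence Ex 386/Em 447 nm.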
MBNL1-CUG inh – inhibitors of human MBNL1 binding to CUG repeat RNA. Q9NR56. TR-FRET MBNL1-His/biotin-(CUG)12 binding, 665/545 ratio. Potency, µM (doses to about 57.5 µM), for inactives: at the top dose activity change, negative = inhibition, hits mostly inhibitors. 280,000 tested, 0.036% active. AID 2675; active = well fitted inhibition curve with a large enough effect in the signal ratio, with a control signal flat, not every such curve was filed as active; inconclusive = small, poorly fitted or top-dose-only effect, or effect the other way, or a change in a side signal; inactive = no such curve, though single readings can be large or run the other way; the % refers to the signal ratio; also: potency is read from the fitted curve at half-maximal effect; % is scaled to controls: 0 for no effect and ±100 for the full control effect
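Ratiometric TR-FRET (665 over 545 nm, excitation 340 nm) tracks disruption of MBNL1-His/biotin-(CUG)12 complex after 60 min at room temperature, with compounds at 92 nM to 58 uM final.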
Mito fusion yeast – mitochondrial division inhibition or fusion activation | S. cerevisiae fusion-defective mutant growth rescue, CellTiterGlo 48 h | Potency, µM (highest dose often 46.1 µM), for the others: at the highest dose growth rescue (activation), most hits filed as activators | 320,000 tested, 0.23% active | AID 485298;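 also: potency is read from the fitted curve at half-maximal effect; % of control where 0% means no effect; nearly all actives have a fitted effect of over 45% in size; temperature-sensitive fusion mutants such as fzo1-1 at 37 °C on non-fermentable ethanol glycerol medium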
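Compounds are tested for their ability to restore growth of mitochondrial fusion-defective yeast strains at non-permissive 37C in YPEG medium over 48 hours. Viability is quantified by luciferase luminescence.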
Menin-MLL TR inh – displaces Texas Red mutant MLL peptide from human menin; O00255; Menin + Texas Red MLL mutant peptide, fluorescence polarization; Potency, µM (doses to about 61.6 µM), for inactives: at the top dose FP activity change, negative = inhibition, usual class: inhibitors; 270,000 tested, 0.23% active; AID 1768; active = well fitted inhibition curve with a large enough effect in the polarisation, with a control signal flat, not every such curve was filed as active; inconclusive = small, poorly fitted or top-dose-only effect, or effect the other way, or a change in a side signal; inactive = no such curve, though single readings can be large or run the other way; the % refers to the polarisation; also: potency is read from the fitted curve at half-maximal effect; % of control where 0% means no effect; many of its hits are not listed in these tables
PTAP TSG101 blk – blocks PTAP/TSG101 interaction to inhibit HIV-1 budding; Q99816; Fluorescence polarization, FITC-PTAP peptide / Tsg101 binding; Potency, µM (series often up to 115 µM), for the others: top-dose activity change, negative = inhibition, hits mostly inhibitors; 340,000 tested, under 10 active; active = well fitted inhibition curve with a large enough effect in the main read-out, with a control signal flat, not every such curve was filed as active; inconclusive = small, poorly fitted or top-dose-only effect, or effect the other way, or a change in a side signal; inactive = no such curve, though single readings can be large or run the other way; also: potency is read from the fitted curve at half-maximal effect; % of control where 0% means no effect
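Fluorescence polarization binding of Tsg101 binding domain (10 uM final) to FITC-labeled PTAP peptide (50 nM final) in HEPES pH 7.5 buffer with NaCl, Tween 20, EDTA, TCEP. Compounds added before peptide; binding 20 min at RT.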
A-T KAP1 phos – candidate therapy for ataxia-telangiectasia; […] A-T fibroblasts, KAP-1 phosphorylation AlphaLISA; neocarzinostatin DNA damage 30 min before lysis; Potency, µM (doses to about 57.5 µM), without a hit: top-dose activation, hits mostly activators; 320,000 tested, 0.19% active; AID 485349; also: potency is read from the fitted curve at half-maximal effect; % of control where 0% means no effect; nearly all actives have a fitted effect of over 45% in size
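ATM-like activity read as KAP-1 phosphorylation via AlphaLISA donor/acceptor antibody pairs after lysis and 6 hr at 25C. Cells were ATM-null patient fibroblasts ([…], hTERT), dosed 60 min, then exposed to the DSB inducer NCS for 30 min.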
TCR activator – activators of T cell receptors; AID 504894; primary human leukocytes, anti-CD3, IL-2 HTRF, 48 h; Potency, µM (titrated, usually from 9.22 µM), for inactives: at the highest dose activation of IL-2 secretion, hits mostly activators; 330,000 tested, under 10 active; also: % of control where 0% means no effect
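HTRF read-out of IL-2 secretion: europium cryptate donor excited at 320nm, d2 acceptor emission at 665nm. Cells were primary human leukocytes incubated 48 hr with compounds and a-CD3 beads, supplying TCR signal only.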
Integrin act MD – activators of alpha7 integrin expression for muscular dystrophy | AID 624291 | alpha7betagal myoblasts, beta-gal FDG fluorescence, 48 h | 350,000 tested, 0.064% active | Potency, µM (top dose mostly 38.3 µM), inactives show at the highest dose activation, hits mostly activators;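 also: potency is read from the fitted curve at half-maximal effect; 100% = response of the positive control SU9516; nearly all actives have a fitted effect of over 60% in size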
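alpha7betagal+/- myoblasts (passage 13, 250/well) treated 48 h at 37C with compounds at 1:260 dilution of DMSO stock. Lysed, then beta-galactosidase activity read as FDG fluorescence (ex 480/em 540) after 30 min, with pre-read for autofluorescence.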
TSHR antag – blocks TSH signaling through the human TSH receptor; P16473; TSHR-expressing cells, TSH-stimulated cAMP HTRF, 2 h; stronger effect = lower value; activity change, negative = inhibition, % at 11.5 µM; 330,000 tested, 0.2% active; AID 504810;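 active = activity change below a set negative limit, meaning inhibition stronger than a set level, cut at about -70% in these data; inconclusive = activity change between two set negative limits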; also: % is scaled to controls: 0 for no effect and ±100 for the full control effect
Target sequence (P16473 whole entry, looked up): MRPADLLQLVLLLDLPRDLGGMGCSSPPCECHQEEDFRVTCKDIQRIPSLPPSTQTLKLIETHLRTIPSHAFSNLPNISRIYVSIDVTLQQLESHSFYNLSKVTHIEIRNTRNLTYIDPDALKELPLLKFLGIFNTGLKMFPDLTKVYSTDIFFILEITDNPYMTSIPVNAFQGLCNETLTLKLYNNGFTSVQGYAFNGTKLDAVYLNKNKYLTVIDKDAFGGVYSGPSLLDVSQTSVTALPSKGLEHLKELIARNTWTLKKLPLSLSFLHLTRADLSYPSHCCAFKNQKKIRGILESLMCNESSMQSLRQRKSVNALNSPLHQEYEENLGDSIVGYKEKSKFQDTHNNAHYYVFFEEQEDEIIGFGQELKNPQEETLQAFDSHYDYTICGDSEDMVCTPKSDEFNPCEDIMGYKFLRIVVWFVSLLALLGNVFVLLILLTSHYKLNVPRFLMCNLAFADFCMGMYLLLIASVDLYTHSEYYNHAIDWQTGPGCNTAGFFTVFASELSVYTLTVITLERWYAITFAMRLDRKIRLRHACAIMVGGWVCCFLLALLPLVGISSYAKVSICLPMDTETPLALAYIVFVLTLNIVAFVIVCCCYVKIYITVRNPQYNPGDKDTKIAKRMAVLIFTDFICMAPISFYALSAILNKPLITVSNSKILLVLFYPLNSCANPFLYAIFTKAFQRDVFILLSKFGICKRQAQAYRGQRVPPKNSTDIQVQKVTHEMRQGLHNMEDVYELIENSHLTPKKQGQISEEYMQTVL
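TSHR-expressing cells, 200/well, pre-treated with compound, then stimulated with EC80 TSH (4nM final) for 2 hours at 37 deg C. cAMP measured by competitive HTRF: anti-cAMP cryptate antibody in lysis buffer plus cAMP-d2, read after 30 minutes at room temperature.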
Starred values were filed as active, the others as inactive; ? = inconclusive; nt = no result given; [ ] = another dose, or the depositor's remark. Unless noted, calls follow the shape of the dose curve; as a rule, active = well fitted curve in the direction sought with a large enough effect; inconclusive = small, poorly fitted or top-dose-only effect, or another doubt; inactive = no such curve, though single readings can be large; an effect the other way counts as inactive or inconclusive.

SMILES	CXXC DNA block	S-ASM inh	MBNL1-CUG inh	Mito fusion yeast	Menin-MLL TR inh	PTAP TSG101 blk	A-T KAP1 phos	TCR activator	Integrin act MD	TSHR antag
O=C(NNS(=O)(=O)c1ccc([N+](=O)[O-])cc1)c1ccccc1	nt	0%	nt	nt	nt	-4%	nt	-3%	5%	nt
Cc1csc(NC(=O)c2ccc(C)c([N+](=O)[O-])c2)n1	10%	-2%	nt	-3%	?	0%	0%	1%[46.1 µM]	18%	-12
CC(C)Nc1nc2cccnc2s1	-11%	-3%	0%	-8%	nt	-6%	-19%	7%	3%	-9
COc1ccc(OC2C(=O)N(CCc3ccc(OC)c(OC)c3)C2c2ccc3c(c2)OCO3)cc1 (configuration not stated)	-8%	-8%	-5%	15%	-19%	0%	9%	-31%	23%	-12
OCCN(Cc1ccccc1)CC1CC2C=CC1C2 (configuration not stated)	-4%	1%	-2%	-2%	-1%	-1%	nt	5%	5%	nt
Cc1cc(C)c(S(=O)(=O)Nc2ccc3c4c(cccc24)CC3)c(C)c1	14%	-14%	14%	0%	21%	-1%	13%	12%	0%	17
C#CCn1c(=O)c2c(ncn2C)n(C)c1=O	-9%	4%	nt	-29%	-1%	-6%	nt	12%	nt	-5
CCOc1ccc(NC(=O)CCN2CCN(S(=O)(=O)c3ccc(F)cc3)CC2)cc1	32%[activator]	3%	-4%	-12%	0%	-2%	-4%	7%	0%	-1
O=C(CN1CCCC1)Nc1ccc(OC(F)(F)F)cc1	2%	1%	-5%	6%	6%	0%	-9%	nt	9%	17
CC1CN(S(=O)(=O)c2ccc(C(=O)Nc3ccccc3F)cc2)CC(C)O1 (configuration not stated)	nt	1%	nt	nt	nt	-2%	10%	-4%	7%	nt
CC(C)OCC(O)Cn1c(N2CCCC2)nc2c1c(=O)[nH]c(=O)n2C (configuration not stated)	3%	-2%	-6%	-5%	23%	-5%	-4%	1%	9%	4
O=C(c1ccc(F)cc1)N1CCN(c2ccc([N+](=O)[O-])cc2-n2cccc2)CC1	0%	-4%	?	21%	nt	-1%	-6%	3%	-23%	19
CCOC(=O)C1CCCN(Cc2ccccc2C)C1 (configuration not stated)	2%	0%	-6%	-1%	-20%	-5%	1%	-6%	-22%[7.66 µM]	16
Cc1ccc(N(CC(=O)NC(C)(C)C)C(=O)CNC(=O)c2cccs2)cc1	-15%	2%	3%	-3%	?	-2%	2%	10%	-18%	10
Cc1ccc(-c2nc3c(Cl)cc(Cl)cc3c(=O)n2O)cc1	?	4%	-3%	-4%	94%[activator]	-7%	22%	-3%	-6%	25
Cc1cccc(N2CCN(C(=O)c3ccnn3C)CC2)c1C	37%[activator]	2%	2%	-1%	-17%	-3%	0%	7%	26%	10
COc1ccccc1CN1C(=O)c2ccccc2C1C(=O)NC1CCC(C)CC1 (configuration not stated)	-3%	-6%	nt	-3%	-11%	-2%	-3%	7%	22%	-3
CC(=O)Nc1ccc(OC(=O)c2cc3cc(Br)ccc3oc2=O)cc1	2%	6%	35%[activator]	1%	15%	-3%	-2%	-11%[46.1 µM]	33%	-2
CCOC(=O)C1CCN(C(=O)Nc2ccc3oc(C)nc3c2)CC1	4%	2%	-10%	-2%	11%	-11%	3%	-7%	20%	-4
COc1ccccc1NC(=O)c1ccc(S(=O)(=O)N(C)c2ccccc2)cc1	nt	-1%	nt	9%	nt	-7%	5%	1%	12%	24
CCOCc1[nH]c(=S)[nH]c(=O)c1Cc1ccc(OC(C)C)cc1	-3%	10%	10%	12%	-17%	-7%	-3%	-7%	0%	1
Cc1cc(NC(=O)CCSc2ccccc2)no1	-12%	4%	-6%	1%	26%	-4%	2%	1%	-3%	-2
COc1ccc(-c2cc(C(=O)N3CCOCC3)c3ccccc3n2)cc1OC	nt	44%[activator]	nt	2%	nt	1%	2%	0%	12%	4
CC(=O)CCN1C(=O)NC2(CCCc3ccccc32)C1=O (configuration not stated)	20%	-1%	-3%	0%	14%	0%	-2%	1%	18%	15
O=C(O)CCn1c(SCCOc2ccccc2F)nc2ccccc21	0%	3%	0%	0%	0%	-1%	-8%	nt	0%	4
The listing continues:
SMILES	CXXC DNA block	S-ASM inh	MBNL1-CUG inh	Mito fusion yeast	Menin-MLL TR inh	PTAP TSG101 blk	A-T KAP1 phos	TCR activator	Integrin act MD	TSHR antag
CCN(CC(=O)Nc1ccc(C(C)=O)cc1)CC(=O)Nc1ccccc1C(F)(F)F	-2%	3%	8%	2%	-6%	-3%	0%	2%	-18%	-4
Cc1ccc(-n2ncc3c2CCCC3NC(=O)CCCN2CCCCC2=O)cc1C (configuration not stated)	10%	2%	-1%	2%	nt	-3%	6%	3%	-3%	-5
O=C(CSCc1ccccc1Br)NC1CC1	9%	4%	-14%	2%	-4%	-2%	-4%	0%[46.1 µM]	0%	11
O=C(CCSc1nnc(-c2ccco2)o1)Nc1ccccc1	-2%	0%	-5%	7%	1%	-3%	16%	nt	-5%	8
CCOc1ccc(/C=C/C(=O)c2cc(Br)ccc(=O)c2O)cc1	17%	-4%	5%	26%	?	-3%	-28%	-1%[46.1 µM]	-58%[inhibitor]	?
Cc1nn(C)c(C(=O)N/N=C/c2ccccn2)c1[N+](=O)[O-]	0%	0%	?	2%	nt	1%	7%	-5%	-9%	-2
O=C(Cc1ccsc1)Nc1ccc2c(c1)OCO2	nt	-1%	nt	2%	nt	-1%	-1%	5%	-4%	3
CCC(=O)c1ccc(OCC(O)Cn2nc(C)cc2C)cc1 (configuration not stated)	5%	1%	-6%	3%	nt	-3%	-8%	4%	-9%	-8
O=C(c1ccc(N2CCN(CCO)CC2)nc1)N1CCOCC1	5%	-3%	10%	-3%	0%	0%	6%	1%[46.1 µM]	25%	-4
Cc1ccc(C)c(N(C)S(=O)(=O)c2ccc3c(c2)oc(=O)n3C)c1	?	6%	6%	3%	3%	-4%	3%	-4%	?	0
COc1ccc(CN2CCN(C(=O)c3ccc(-c4ccccc4)cc3)CC2)c(OC)c1OC	10%	-2%	-9%	3%	-24%	-2%	3%	0%	10%	21
CC1(C)CN(c2cccc(Br)c2)C1=O	6%	-3%	-7%	12%	-9%	-1%	0%	2%	-11%	4
CCOC(=O)c1c(C)n(C)c2ccc(OCC(O)CNCCc3ccccc3)cc12 (configuration not stated)	5%	-3%	0%	-15%	?	1%	3%	4%	-75%[inhibitor]	5
CC(OC(=O)Cc1ccc(Br)cc1)C(=O)NC1CCCC1 (configuration not stated)	nt	7%	nt	nt	nt	-5%	19%	0%[46.1 µM]	18%	-2
O=C(CCn1c(=S)[nH]c2ccccc2c1=O)Nc1ccc(F)cc1	21%	-2%	21%	-1%	nt	-5%	3%	-2%	-2%	-4
O=C(NCC(c1ccco1)N1CCCC1)c1ccc(S(=O)(=O)Nc2ccccc2F)cc1 (configuration not stated)	nt	-1%	nt	7%	nt	-3%	6%	-4%	2%	-9
Cc1csc(NC(=O)CCCSc2nc3ccccc3s2)n1	-3%	4%	-12%	?	21%	0%	21%	2%	-27%	-32
CCCNS(=O)(=O)c1ccc(CCC(=O)N2CCN(c3ccc(F)cc3)CC2)cc1	14%	0%	2%	-1%	-14%	1%	7%	-2%[46.1 µM]	-26%	4
CC(=O)c1ccc(NC(=O)Nc2ccccc2)cc1	8%	-5%	1%	0%	9%	-2%	2%	0%	-5%	-7
COC(=O)Cc1ccc(NC(=S)NCCCN2CCOCC2)cc1	16%	-1%	0%	-2%	0%	1%	1%	1%	2%	-1
CCOCCCNC(=O)NC(=O)CN1CCN(S(=O)(=O)c2ccc3c(c2)OCCO3)CC1	-9%	-3%	-4%	-4%	1%	0%	-20%	5%	13%	-3
CCOC(=O)c1cccc(NC(=O)CCc2ccccc2)c1	0%	-4%	-7%	-5%	0%	-7%	0%	-8%	13%	1
O=C(COC(=O)/C=C/c1cn(-c2ccccc2)nc1-c1ccc2c(c1)OCCO2)NC1CCS(=O)(=O)C1 (configuration not stated)	7%	-7%	7%	8%	nt	-5%	4%	-2%	-4%	-23
CCn1c(SCc2cccc(C(=O)O)c2)nnc1-c1ccccc1	1%	8%	1%	-1%	-1%	-1%	0%	4%	13%	-13
Cc1cccc(CN2CCN(C(c3ccccc3)c3ccc(Cl)cc3)CC2)c1 (configuration not stated)	2%	-1%	?	-10%	?	1%	35%	4%	nt	-14

The list is partial; the hit share may differ from the screen's.
